# Bioassay records as filed in PubChem.
# CF NFkB inh: inhibitors of PAF-induced NF-kB signaling, primary screen, cell-based, GFP fluorescence, uHTS; KKLEB NF-kB-GFP reporter, GFP fluorescence overnight; inhibition, % at 5 µM; 360,000 compounds, 0.86% hits;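 active = at least 50% inhibition at 5 µM, scaled per plate between neutral and stimulator controls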;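 note: PAF is a Pseudomonas aeruginosa culture filtrate used as stimulus; plate controls were PAF-stimulated DMSO wells for no effect and unstimulated DMSO wells for full effect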
# KKLEB tox: cytotoxicity in KKLEB CF airway cells, primary screen, cytotoxicity control for CF NF-kB inhibitor project, cell-based, uHTS, fluorescence assay plates; KKLEB CF airway cells viability, ATPlite luminescence, overnight; active compounds read low; cells stimulated with P. aeruginosa culture filtrate; activity change (cytotoxicity), % at 5 µM; 360,000 compounds, 0.36% hits;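 active = corrected activity change at or below -50% at 5 µM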
# CaV13 ICDI inh: Primary screen for inhibitors of IQ motif and Ca2+-dependent inactivation inhibitor domain binding in CACNA1D, Förster resonance energy transfer in living cells, …. HEK cells, CFP/YFP FRET ICDI-IQ, plate reader, 10 min; percent FRET-ratio fall versus neutral wells. inhibition, % at 12.3 µM. 340,000 compounds, 0.098% hits. AID 743397;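 active = mean replicate inhibition of at least 30% and at least 1% of replicates passing that level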;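 note: 0% = median of the neutral control wells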
# Peg3 prom inh: Peg3 promoter-driven luciferase inhibitors, primary screen, cell-based, HeLa, luciferase luminescence. HeLa PEG-Prom luciferase reporter, overnight. inhibition, % at 20 µM. 360,000 compounds, 1.7% hits;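 active = inhibition of at least 50% at 20 µM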
# Vif inh: HIV Vif self-association inhibitors, primary screen, imaging, HEK293T, single point; AID 602346, 2012; 340,000 compounds, 0.35% hits; inhibition, % at 7.49 µM; HEK293T cells, Vif self-association by quenched fluorescence, 24 h; in the data active = inhibition above about 50%, passing the limit was not always enough; note: some results filed as inactive read as strong as hits
# TRPM1 prom inh: inhibitors of MITF-dependent TRPM1 promoter reporter, primary screen, cell-based, SK-MEL-5, single point, luciferase. SK-MEL-5 TRPM1 promoter luciferase, 24 h. inhibition, % at 12.5 µM. 330,000 compounds, 0.83% hits. AID 488899, 2010;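 active = mean inhibition across replicates of 60% or more, whatever share of single replicates reaches that level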; note: values of inactives mirror those of a sister screen read the other way
# NR2E3 ag-1: NR2E3 agonists in two-hybrid cells, primary screen, cell-based, luminescence, CHO-S, Gal4-NCOR/VP16-NR2E3; 360,000 compounds, 0.35% hits; Photoreceptor-specific nuclear receptor (Homo sapiens), Q9Y5X4; inhibition of corepressor binding, % at 3.98 µM; AID 602229, 2012; luciferase;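 active = inhibition above the mean of all tested compounds plus 3 SD, cut at about 70% in these data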;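 note: 0% = DMSO with NR2E3 transfected cells and 100% = cells lacking NR2E3 construct; higher means lower luciferase signal from less NR2E3 corepressor binding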
# Target sequence (Q9Y5X4 whole entry, looked up, the tested form may be a part): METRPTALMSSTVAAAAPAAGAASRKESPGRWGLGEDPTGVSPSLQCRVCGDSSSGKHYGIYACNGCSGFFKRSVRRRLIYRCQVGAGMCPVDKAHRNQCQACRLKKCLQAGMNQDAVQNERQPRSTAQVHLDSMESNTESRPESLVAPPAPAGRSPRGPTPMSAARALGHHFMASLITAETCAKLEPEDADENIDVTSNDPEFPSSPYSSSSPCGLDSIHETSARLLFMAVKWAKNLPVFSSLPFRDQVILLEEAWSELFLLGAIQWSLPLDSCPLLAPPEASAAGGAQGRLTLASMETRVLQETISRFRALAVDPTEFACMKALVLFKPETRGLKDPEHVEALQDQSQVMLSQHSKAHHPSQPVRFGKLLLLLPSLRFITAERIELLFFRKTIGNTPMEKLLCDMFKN
# PDI turbidity: inhibitors of human PDI, primary screen, biochemical, turbidity, single point, plate reader. PDI insulin aggregation turbidity, A650, 90 min. inhibition, % at 10 µM. 350,000 compounds, 0.052% hits. AID 588391, 2011;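 active = mean inhibition across replicates of 30% or more, whatever share of single replicates reach that level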;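 note: absorbance from insulin aggregation driven by PDI reduction with DTT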
# Target sequence (P07237 whole entry, looked up): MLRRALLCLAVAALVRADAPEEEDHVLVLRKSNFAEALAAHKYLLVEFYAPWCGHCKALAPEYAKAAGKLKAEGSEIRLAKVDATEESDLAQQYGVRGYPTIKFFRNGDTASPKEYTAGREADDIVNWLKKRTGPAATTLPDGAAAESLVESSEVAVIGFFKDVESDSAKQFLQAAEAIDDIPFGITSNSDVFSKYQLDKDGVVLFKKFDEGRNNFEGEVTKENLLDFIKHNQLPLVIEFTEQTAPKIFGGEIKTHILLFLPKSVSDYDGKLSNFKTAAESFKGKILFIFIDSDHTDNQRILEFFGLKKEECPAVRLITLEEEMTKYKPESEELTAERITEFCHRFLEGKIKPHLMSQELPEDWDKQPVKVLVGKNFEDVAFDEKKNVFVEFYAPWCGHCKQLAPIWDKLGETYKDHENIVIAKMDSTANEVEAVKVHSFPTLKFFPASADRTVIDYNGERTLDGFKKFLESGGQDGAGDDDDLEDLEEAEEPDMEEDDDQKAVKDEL
# HIF-2a block: HIF-2a reporter inhibitors, primary screen, luminescence, 786-0 RCC cells | 360,000 compounds, 0.72% hits | inhibition, % at 18.8 µM | 786-0 RCC cells HIF-2a reporter, luciferase luminescence, overnight;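 active = inhibition of the luminescence signal of 40% or more relative to plate controls, in a single-dose primary screen at 18.75 µM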
# Shn3 3UTR inh: reduction of Shn3 3'UTR firefly luciferase signal, primary screen, Schnurri-3 inhibitor project, cell-based, Clone20 osteoblasts, set 2; Clone20 osteoblast Shn3 3'UTR firefly luciferase, 24 h; inhibition, % at 12.5 µM; 360,000 compounds, 0.52% hits;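 active = mean inhibition of at least 75% with every replicate also reaching 75%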;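 note: 0% = median of neutral control wells and 100% = pilot-screen positive control compound; some compounds past the cut are filed as inactive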
# NR2E3 ag-2: inhibitors of NR2E3-RetCOR corepressor binding, primary screen, NR2E3 agonist project, biochemical, TR-FRET, GST-NR2E3, biotin-RetCOR; inhibition of corepressor binding, % at 4.78 µM; 320,000 compounds, 0.12% hits; 1536-well; AID 2300, 2010; Photoreceptor-specific nuclear receptor (Homo sapiens), Q9Y5X4;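 active = percent inhibition above the cutoff of mean plus 3 SD of all tested compounds, set per screening campaign, cut at about 20% in these data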;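 note: 0% = DMSO wells and 100% = biotin wells as full block of FRET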
#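 Assay system: NR2E3–RetCOR corepressor complex. Quantity: 1.35 nM GST-NR2E3. Buffer or medium: pH 7.5 Tris-based buffer. Reagent: biotinylated RetCOR corepressor at 7 nM final. Schedule: 5 h at 4 °C. Detection: TR-FRET, emission read at 617 and 671 nm. Replicates: one well per compound, singlicate testing.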
# An asterisk follows results filed as active; · = no result given; & = joins results of further samples. Compounds as they come. About 3.3% of those tested had a hit in this group.
SMILES,CF NFkB inh,KKLEB tox,CaV13 ICDI inh,Peg3 prom inh,Vif inh,TRPM1 prom inh,NR2E3 ag-1,PDI turbidity,HIF-2a block,Shn3 3UTR inh,NR2E3 ag-2
CCCCNc1c(-c2ccc(SC(C)CC)c(OC)c2)nc2ccc(Cl)cn12 (stereo not drawn),26,-6,-5,-61,10,-25,-1,-2,-152,12,·
Cc1ccnc2nc(C(=O)Nc3nc(-c4ccccn4)cs3)nn12,0,-27,-11,-13,-2,-7,-15,8,-25,-14,0
COC(=O)c1c(-c2c(Cl)cccc2Cl)noc1NC(=O)N(C)C,8,-2,-5,8,-5,5,-5,3,19,13,2
Cc1cccc(C)c1OCc1cc(C(=O)N(C)Cc2cc(C3CC3)n[nH]2)no1,31,-23,-5,-52,0,-39,-23,5,-126,-17,1
CCOC(=O)C1CC2=C(CCCC2=O)N(Cc2ccccc2)C1=O (stereo not drawn),3,9,-3,-3,·,-7,-25,1,12,-2,·
COCc1cc(C)n(CC(=O)Nc2cc(C)cc(C)c2)c(=O)c1C#N,10,-4,-1,13,-7,6,2,-8,13,14,-1
COc1ccccc1CNC(=O)COC(=O)Cc1ccc(F)cc1,4,-15,-3,-4,4,6,4,-5,6,-9,10
CC1CN(S(=O)(=O)c2cccc(C(=O)NCC(c3cccs3)N3CCOCC3)c2)CC(C)O1 (stereo not drawn),18,8,-6,9,46,14,-19,-4,6,10,·
Cc1ccc(S(=O)(=O)/N=C(/Nc2c(C)n(C)n(-c3ccccc3)c2=O)c2ccccc2)cc1,-17,10,-2,12,-2,3,-4,6,17,12,3
CCOC(=O)N1CCN(C(=O)CS(=O)(=O)c2cn(Cc3ccccc3Cl)c3ccccc23)CC1,0,-8,-4,15,-4,0,0,·,6,-1,0
S=C(NCCc1ccccc1)N1CCN(C23CC4CC(CC(C4)C2)C3)CC1,22,-14,-2,39,-7,4,7,-4,23,-20,-2
N#CC1(NC(=O)COC(=O)c2cc(=O)[nH]c3ccccc23)CCCCC1,13,1,-14,14,25,-1,-7,0,13,-5,1
CC(CO)NS(=O)(=O)c1ccc(Br)cc1F (stereo not drawn),-2,9,-6,5,10,2,-6,0,6,-39,·
O=C(CCC1CCN(C(=O)c2cncs2)CC1)Nc1ccccc1,13,3,-5,4,1,7,7,-7,11,19,4
N#Cc1ccc(/C=N/NC(=S)Nc2ccc(S(=O)(=O)N3CCOCC3)cc2)cc1,-3,-7,-6,12,-4,6,-25,0,9,16,-3
COc1cc(C(=O)NCC2CCCO2)cc(Br)c1OCc1ccccc1 (stereo not drawn),11,-7,-6,22,1,-5,28,-4,6,9,-1
CCCN1CCc2c(sc(NC(=O)c3ccc(S(=O)(=O)N(C)c4ccccc4)cc3)c2C(N)=O)C1,-20,-26,·,-2,·,-4,0,3,4,26,0
CCCCCn1nc(-c2ccccc2)c2nc3ccccc3nc21,-13,3,-11,3,1,5,1,-8,12,23,2
CCOC(=O)Cc1cc(-c2ccc(F)cc2)nc2ccc3ccccc3c12,7,-7,-5,-14,-2,5,-30,-5,-34,-12,2
COc1ccc(CCNC(=O)CC2SC(=NCc3ccccc3)NC2=O)cc1 (stereo not drawn),9,2,0,8,-2,10,-11,0,8,10,0
Cc1cc(C)c2c(c1)OC(O)(C(F)F)CC2=O (stereo not drawn),-9,-3,-9,7,1,2,-20,9,17,16,0
Cc1ccc(OCC(=O)NCCNC(=O)c2ccco2)cc1,6,2,-2,-39,-7,0,-7,-2,3,-12,0
CCOc1ccc(Nc2cc(C)nc(N3CCOCC3)n2)cc1,12,0,·,-20,-9,-25,-19,-1,-20,-10,0
O=C(NCCN1CCN(C(=O)c2c(F)cccc2F)CC1)C(=O)Nc1ccc(Cl)cc1,-17,7,-5,-6,-3,-15,-16,-8,-9,22,-1
COc1ccc(C2NS(=O)(=O)N=C2N)cc1 (stereo not drawn),15,-8,-5,-5,-5,-20,-12,-6,8,11,-2
O=C(CC1Nc2ccccc2NC1=O)NCCc1ccccc1 (stereo not drawn),-16,2,-4,6,-1,-6,1,6,-6,15,0
Cc1cc(NC(=O)C(C)SCC(=O)O)no1 (stereo not drawn),-6,3,5,7,5,3,-8,25,18,-9,0
Cc1ccc(O)c(NC(=S)NC(=O)Cc2ccc(Cl)cc2)c1,24,-15,-1,7,-3,11,29,9,1,-12,1
O=C(Cc1ccc(S(=O)(=O)N2CCOCC2)s1)Nc1ccc(Br)c(C(F)(F)F)c1,27,-16,-8,12,-2,-17,9,5,-11,47,·
COc1ccc(C2(C)NC(=O)N(CC(=O)NC3CC3)C2=O)cc1 (stereo not drawn),2,-2,-4,-6,8,-8,3,18,12,-7,·
CC(C)(C)CC(C)(C)N=C1NS(=O)(=O)c2cc([N+](=O)[O-])ccc21,-1,0,-4,-10,3,35,-18,4,5,7,0
C[C@]1(C2CCCC2)Cc2cc(OCC(=O)O)c(Cl)c(Cl)c2C1=O,-19,-20,-5,3,-5,4,2,-1,-7,-42,2
Cc1nn(Cc2ccccc2)c(C)c1NC(=O)c1ccc([N+](=O)[O-])cc1[N+](=O)[O-],-24,1,-5,11,2,-5,-9,-4,12,-7,-3
CN(/C(=N/S(=O)(=O)c1ccccc1)c1ccccc1)S(=O)(=O)c1ccccc1,10,6,-3,13,-11,1,-19,0,20,-14,-2
CN=C1SC(CC(=O)NCCc2ccc(OC)c(OC)c2)C(=O)N1C (stereo not drawn),21&-14,-5&-2,-6&-5,-7&-1,1&4,1&7,-8&-13,-9&10,12&19,-49&-12,1
COc1ccc(-n2nc(C(=O)NCC(=O)N3CCC(C)CC3)c3ccccc3c2=O)cc1,4,-9,-18,-180,6,-33,-66,-12,-155,-63,0
CC(C)(C)c1ccc(C(=O)C=[N+]=[N-])cc1,-2,7,-1,11,-21,-3,6,-8,4,-57,-1
COC(=O)C(F)(Sc1c(C)n(C)n(-c2ccccc2)c1=O)C(F)(F)F (stereo not drawn),-2,8,-5,15,-1,16,11,2,12,-10,3
CSCCC(NC(C)=O)C(=O)Oc1ccc2c3c(c(=O)oc2c1)CCCC3 (stereo not drawn),-2,-2,-4,-15,0&1,-3,-2,0,-2,1&-4,·
COc1ccc(NC(=O)CCNC(C)=O)cc1NS(=O)(=O)c1ccc(F)cc1,-6,12,-5,3,9,10,2,3,10,0,0
CSCSC1=C(C#N)C(c2ccccc2Cl)C(C(C)=O)=C(C)N1 (stereo not drawn),4,9,·,12,3,-2,19,-5,15,6,2
Cc1ccc(S(=O)(=O)NCC(=O)OCC(=O)N(CCC#N)c2ccccc2)cc1,-1,5,-9,4,0,4,-13,6,12,-7,·
Cc1cc(NC(=O)c2ccc(F)cc2)no1,-21,27,5,-139,-1,-44,-66,-10,-165,-34,-2
COc1ccc(-c2cc(C(=O)Nc3cc(S(=O)(=O)N4CCOCC4)ccc3N3CCOCC3)c3ccccc3n2)cc1,29,-3,-6,42,-1,-6,-1,-3,-15,7,-3
COP(=O)(OC)c1nc(-c2ccc(C)cc2)oc1N1CCCCC1,-2,8,-14,12,-4,10,2,1,7,12,2
COCCn1c(SCC(=O)Nc2ccc(S(N)(=O)=O)cc2)nc2ccccc21,-3,8,·,17,6,13,-1,5,16,-2,-3
CC(=O)Nc1cccc(OCC(=O)Nc2ccc(F)cc2)c1,0,0,-5,-53,5,-9,-12,0,-52,-13,-1
O=C(CSc1nnc2c(n1)[nH]c1ccc(S(=O)(=O)N3CCOCC3)cc12)Nc1ccc(F)c(F)c1,-4,0,-5,17,2,-4,-1,-3,19,23,-1
Cc1ccc(NC(=O)CCS(=O)(=O)c2cccc3nonc23)c(Br)c1,6,7,-2,-7,2,13,-10,-4,-4,13,0
COCCNc1ncnc2c1cnn2Cc1ccccc1Cl,10,-8,-17,20,-5,2,-28,-10,7,7,-1
Cn1nc(-c2ccccc2)c(C(=O)Nc2ccc(Cl)cc2)c1Cl,-17,6,·,11,3,-8,-2,8,11,6,-2
Cc1ccc(-c2c(C#N)c(N)n(-c3ccccc3C)c(=O)c2C#N)cc1,10,-3,-7,2,·,·,-2,3,4,0,·
O=C(c1cc2c(s1)CCCC2)N1CCN(S(=O)(=O)c2ccccc2)CC1,-16,10,-4,-1,10,-16,10,-11,11,-1,3
O=C(CCC(=O)Nc1ccc(Br)cc1)N/N=C/c1ccc(O)cc1,12,2,-20,-4,-12,·,3,-3,10,-6,-2
COc1ccccc1NC(=S)N(Cc1ccc(C)cc1)Cc1ccccn1,-18,-8,-2,25,-7,-3,11,-2,19,-9,0
NC(=O)c1ccc(NC(=O)c2ccc(COc3ccc(F)cc3)o2)cc1,6,-2,-3,-1,4,4,4,0,5,4,4
Cc1ccccc1C(=O)NC(=S)NC1CCS(=O)(=O)C1 (stereo not drawn),-20,6,-10,10,2,1,-12,3,7,2,2
CC1CCN(C(=O)COC(=O)CNC(=O)c2ccccc2F)CC1,20,-3,-2,12,-8,-31,-18,3,24,-113,·
CCC(C)/C(C)=N/NC(=O)c1ccc(COc2ccc(Cl)c(C)c2)cc1 (stereo not drawn),-25,11,-4,-107,13,-23,-54,1,-125,-52,-2
CC1CCCC(C)N1C(=O)COC(=O)c1n[nH]c(=O)c2ccccc12 (stereo not drawn),-6,3,-3,4,9,5,-29,12,7,3,-1
Cc1c(CCOC(=O)c2ccc([N+](=O)[O-])cc2)sc[n+]1CC(=O)c1ccccc1,-11,-12,-5,-12,-6,0,-14,-8,-3,-4,3

# Looked up one by one from the entries so far, three records:
SMILES,CF NFkB inh,KKLEB tox,CaV13 ICDI inh,Peg3 prom inh,Vif inh,TRPM1 prom inh,NR2E3 ag-1,PDI turbidity,HIF-2a block,Shn3 3UTR inh,NR2E3 ag-2
Cc1ccnc2nc(C(=O)Nc3nc(-c4ccccn4)cs3)nn12,0,-27,-11,-13,-2,-7,-15,8,-25,-14,0
CCC(C)/C(C)=N/NC(=O)c1ccc(COc2ccc(Cl)c(C)c2)cc1 (stereo not drawn),-25,11,-4,-107,13,-23,-54,1,-125,-52,-2
Cc1cc(NC(=O)C(C)SCC(=O)O)no1 (stereo not drawn),-6,3,5,7,5,3,-8,25,18,-9,0
